# Source: PubChem BioAssay
# NPY1 pot ag = potentiators or agonists of human neuropeptide Y receptor Y1 | 0.37% of 220,000 active | P25929 | NPY-Y1 expressing cells, potentiator/agonist activation | activation, % at 3.6 µM; in the data active = activation above about 33%, passing the limit was not always enough;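 note: cells stimulated with NPY at EC10 then isoproterenol at EC100; 0% = low agonist plus stimulus and 100% = saturating agonist plus stimulus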
# Target sequence (P25929 whole entry, looked up): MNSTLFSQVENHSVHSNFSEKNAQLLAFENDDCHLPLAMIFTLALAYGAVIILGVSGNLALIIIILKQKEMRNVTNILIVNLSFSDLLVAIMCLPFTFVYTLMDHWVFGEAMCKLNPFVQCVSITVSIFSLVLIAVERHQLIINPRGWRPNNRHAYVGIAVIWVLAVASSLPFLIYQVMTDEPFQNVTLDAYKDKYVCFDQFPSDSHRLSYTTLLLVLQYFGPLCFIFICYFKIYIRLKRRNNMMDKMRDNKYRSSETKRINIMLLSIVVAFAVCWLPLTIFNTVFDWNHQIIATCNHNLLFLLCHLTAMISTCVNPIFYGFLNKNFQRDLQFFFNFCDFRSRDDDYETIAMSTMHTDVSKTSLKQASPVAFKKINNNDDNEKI
# eIF4E-4G inh = blocks eIF4E binding to eIF4G. P63073+Q04637. AID 782. 0.37% of 220,000 active. inhibition, % at 21.7 µM. TR-FRET eIF4E-eIF4GI(517-606) binding, 2 h;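 active = inhibition above about 30%, limit read from the data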;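 note: 0% = full FRET control wells and 100% = background wells lacking eIF4GI fragment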
# NPY-Y2 PAM-ag = potentiates or activates human NPY-Y2 receptor; P49146; cells expressing NPY-Y2, potentiator/agonist read-out; activation, % at 3.6 µM; 0.45% of 220,000 active; in the data active = activation above about 27%;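 note: cells stimulated with NPY near EC25 plus isoproterenol at EC100; 0% = vehicle plus submaximal agonist and 100% = vehicle plus saturating agonist; some results beyond the cut were filed as inactive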
# Target sequence (P49146 whole entry, looked up): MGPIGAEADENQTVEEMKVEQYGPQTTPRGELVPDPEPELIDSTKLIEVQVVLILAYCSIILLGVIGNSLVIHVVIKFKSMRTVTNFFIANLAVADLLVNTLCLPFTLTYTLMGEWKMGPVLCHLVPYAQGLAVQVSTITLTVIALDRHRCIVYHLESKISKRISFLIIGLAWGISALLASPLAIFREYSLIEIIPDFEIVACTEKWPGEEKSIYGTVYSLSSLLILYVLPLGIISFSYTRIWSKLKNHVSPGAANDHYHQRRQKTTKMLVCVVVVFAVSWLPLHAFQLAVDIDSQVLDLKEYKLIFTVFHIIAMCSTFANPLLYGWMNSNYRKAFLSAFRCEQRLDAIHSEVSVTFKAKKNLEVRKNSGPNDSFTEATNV
# S1P4 ag = human S1P4 receptor agonism. O95977. S1P4-expressing cell line, agonist reporter assay. activation, % at 4.98 µM. 0.35% of 220,000 active. AID 1509; in the data active = activation above about 11%;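 note: 0% = DMSO vehicle and 100% = reference agonist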
# NPY Y1 blocker = blocks the human neuropeptide Y Y1 receptor; P25929; 1% of 200,000 active; AID 1040; inhibition, % at 3.6 µM; HEK293-CNG Y1 cells, membrane potential fluorescence; NPY at EC95, then isoproterenol;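 active = inhibition above the campaign mean inhibition of all tested compounds plus 3 SD, cut at about 20% in these data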;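 note: 0% = DMSO wells given NPY plus isoproterenol and 100% = isoproterenol alone without NPY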
#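 Material: Y1- and CNG-channel-expressing HEK293 cells / Probe or stimulus: NPY 25 nM then isoproterenol 1 µM plus Ro 20-1724 25 µM / Doses: 3.6 µM single dose, DMSO 0.4% / Schedule: compound incubation 1 h at room temperature, readout 45 min post-stimulation / Signal: membrane potential fluorescence / Benchmarks: isoproterenol-only wells as full block versus NPY-plus-isoproterenol wells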
# p97 ATPase inh = human p97 ATPase inhibition. recombinant p97 ATPase, Kinase-Glo ATP luminescence, 3 h. 0.42% of 220,000 active. P55072. inhibition, % at 8 µM; in the data active = inhibition above about 15%;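 note: 0% = DMSO vehicle and 100% = wells lacking enzyme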
# EP2 antag = EP2 receptor (human) inhibition | 0.52% of 260,000 active | inhibition, % at 25 µM | C6 glioma cells expressing human EP2, cAMP TR-FRET; cells stimulated with saturating PGE2;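 active = percent inhibition above 40 after rounding to a whole number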;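 note: rat C6 glioma host cells with rolipram phosphodiesterase inhibitor present; the protocol text gives 20 µM as final concentration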
# S1P4 antagonist = human S1P4 receptor antagonism; S1P4-expressing cells, antagonist mode, reporter read-out; inhibition, % at 4.98 µM; 0.26% of 220,000 active; AID 1510; in the data active = inhibition above about 29%;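 note: 0% = wells stimulated with agonist and 100% = vehicle wells without agonist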
# EP2 mod = modulators of human EP2 prostaglandin E2 receptor; induction, % at 25 µM; 0.83% of 260,000 active; EP2-expressing cells, cAMP HTRF FRET, PGE2 co-stimulation;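 active = compounds whose cAMP rise, as percent of the full-agonist control response, exceeds 60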;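 note: rat C6 glioma line stably carrying human EP2 under a CMV promoter; the protocol text gives 20 µM as final concentration; 100% = response of wells given 1 µM PGE2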
# Active calls of the source: *; x = not tested or not shown; & = joins results of further samples; [ ] = another dose, or the depositor's remark.
SMILES,NPY1 pot ag,eIF4E-4G inh,NPY-Y2 PAM-ag,S1P4 ag,NPY Y1 blocker,p97 ATPase inh,EP2 antag,S1P4 antagonist,EP2 mod
COc1ccc(CC2(CO)CCN(S(=O)(=O)N(C)C)CC2)cc1,7.8,0.9,-0.2,1.4,1.7,5.7,4.1,-8.1,-7.2
CC1=C(C#N)C(c2ccc3ncccc3c2)C(C#N)=C(C)N1,-0.5,5.8,16.7,1.6,-1.4,4.1,7.4,-15.7,1.2
CCn1c(SCC(=O)Nc2ccc3c(c2)OCCO3)nnc1-c1c[nH]c2ccccc12,-4.9,2.6,-6.1,-0.9,8.0,4.6,12.5,8.5,-36.8
COC(=O)C(CCSC)NC(=O)C(NC(=O)C1CCC(C)CC1)C(C)C (configuration not stated),0.6,4.6,4.4,2.1,13.8,1.7,10.1,-9.5,6.3
Cc1cc(C(=O)N/N=C/c2cc(Br)ccc2OC(=O)c2ccc(Br)cc2)n[nH]1,-12.9,23.3,-5.8,1.7,-0.8,0.3,2.6,-8.7,6.0
Cn1c(=O)c(=O)n(C)c2cc(S(=O)(=O)N3CCN(C4CCCCC4)CC3)ccc21,-4.3,-0.6,4.7,-0.1,1.2,0.5,7.5,0.2,2.4
COc1cc(-n2c(=O)c3ccccc3n(CC(=O)OCc3ccccc3)c2=O)cc(OC)c1OC,13.4,2.5,1.7,-0.1,0.9,4.0,2.3,-2.4,7.9
Cc1cc(C(=O)O)ccc1-c1ccc(/C=C2\NC(=O)N(Cc3ccc(F)cc3)C2=O)o1,11.6,5.1,-7.5,1.4,x,6.5,12.8,-8.0,5.1
CCc1ccc(/C=C2\SC(=S)N(CCCC(=O)Nc3nccs3)C2=O)cc1,-0.2,4.8,-8.8,0.4,0.0,6.5,8.6,0.2,26.4
Cc1ccc(NS(=O)(=O)c2cccs2)cc1S(=O)(=O)N1CCCCCC1,15.3,-3.9,4.0,0.9,-1.5,4.3,4.2,6.9,-13.0
Cc1cccc(OCc2nc(C#N)c(N3CCCC3)o2)c1,-9.0,-0.2,-21.8,0.4,x,3.3,17.6,1.1,1.3
CC(C)CCn1nnnc1CN1CCN(c2ccccc2)CC1,0.0,5.1,0.8,0.0,2.4,1.1,5.7,-8.0,-4.8
COc1cccc(Cl)c1NC(=O)N1CCN(c2cc(C)nc3ccccc23)CC1,-9.1,0.7,-36.2,-0.1,x,-4.0,4.5,-4.8,-23.9
O=C1CCC(C(=O)OCc2ccccc2)N1 (configuration not stated),1.1,-4.0[fluorescence artefact?],-21.1,0.1,5.9,-3.9,6.2,-6.6,14.3
CCC(C)n1cnc2c(c1=O)c1nc3ccccc3nc1n2Cc1ccccc1OC (configuration not stated),-17.9,-11.2[fluorescence artefact?],5.5,-0.9,-2.9,0.9,10.3,-6.1,24.0
Cc1ccc(C(NC(=O)/C=C\c2ccc3c(c2)OCO3)C(=O)Nc2ccc3c(c2)OCO3)cc1 (configuration not stated),-33.6,2.6,8.5,-0.4,2.8,2.5,10.4,-12.4,21.2
COc1ccc(-c2nnn(-c3ccc(Cl)cc3Cl)c2N)cc1,-11.7,2.1,-2.7,1.0,x,6.2,16.4,6.1,-36.5
CCOC(=O)c1cc(-c2ccccc2)sc1NC(=O)C(C)OC(=O)c1cccnc1OCC (configuration not stated),-24.2,1.6[fluorescence artefact?],2.8,-0.7,1.8,3.9,8.5,-2.4,31.4
CCCn1c(CCC(=O)O)ccc1-c1cccs1,10.2,-3.6,2.1,0.5,7.6,3.3,12.7&8.9,4.1,-5.4&-21.8
NC(=O)c1cc2cc(Cl)ccc2oc1=Nc1cccc(C(F)(F)F)c1,9.6,7.0,2.8,0.9,-1.7,5.9,5.1,16.4,37.0
CC(C)c1ccc(C(C(=O)NC(C)(C)C)N(C(=O)CNC(=O)c2ccco2)c2cccnc2)cc1 (configuration not stated),-0.3,4.3,-17.3,-2.0,5.7,-3.9,16.2,-0.8,10.1
O=C1CC(CCC(=O)NC2CC2)c2ccccc2N1 (configuration not stated),6.3,-9.0,1.4,1.0,-1.0,-5.7,4.1,-10.3,18.2
O=C(CC1C(=O)NCCN1CC1CCCCC1)NCCc1ccc(F)cc1 (configuration not stated),-3.4,0.5,-10.4,0.7,11.5,0.3,7.3,-4.2,-7.4
Cc1cc(=O)oc2cc(OCc3nnc(-c4ccccc4Br)o3)ccc12,-5.7,-2.3,-4.8,-1.4,26.5*,2.0,16.7,-16.5,-53.9
CC[C@H](C)[C@H](NC(=O)OCc1ccccc1)C(=O)Nc1ccc(NC(C)=O)cc1,9.2,0.1,-15.9,1.3,-4.7,2.8,2.1,-7.0,1.3
COc1cc(/C=N/NC(=O)C2(O)c3ccccc3-c3ccccc32)ccc1O,-14.3,-7.2[fluorescence artefact?],-2.7,0.3,-2.4,5.6,4.7,-9.4,-26.0
CCc1nc(C)cn1S(=O)(=O)c1ccc([N+](=O)[O-])cc1,2.2,-3.1,0.4,0.1,0.3,5.5,9.9,-20.0,-5.3
COCCNC(=O)CN1CCC(NC(=O)C(C)(C)C)CC1,7.7,4.7[fluorescence artefact?],3.3,0.7,-3.2,2.4,8.1,-5.2,6.0
O=C(N/N=C/c1ccc(OC(F)F)cc1)C1=COCCO1,-18.9,0.4,-6.4,0.3,-0.6,-4.2,4.7,7.8,-23.1
COC(=O)c1ccc(NC(=S)Nc2ccccc2)cc1,-17.7,-2.8,-2.1,-0.3,2.0,-1.2,5.9,-8.1,-11.7
COc1cc(C(=O)Nc2nnc(CC(C)(C)C)s2)c([N+](=O)[O-])cc1OC,-5.1,0.5,-2.0,2.6,-3.3,2.9,9.2,-11.2,33.8
CCOC(=O)c1cnc2cc(-c3ccc(C(C)(C)C)cc3)nn2c1N,-10.4,5.5[fluorescence artefact?],-11.8,0.6,-3.8,3.4,16.3,-1.4,9.1
C=CCOc1cc(C)nc(-c2ccccc2O)n1,-10.7,0.6,-4.6,-9.6,8.6,-5.5,14.0,8.8,52.6
Nn1c(SCc2ccccc2)nnc1-c1ccco1,3.3,-2.4,-4.7,0.5,8.1,2.3,8.6,-3.2,28.1
CCc1cccc(NS(=O)(=O)c2c(C)n[nH]c2C)c1,3.5,-1.7,6.7,-1.9,-7.8,2.1,21.4,-11.7,7.2
O=C(NCc1ccc(Cl)cc1)NCc1ccc(Cl)cc1,12.2,-3.2,4.7,0.8,4.0,1.7,3.7,-2.5,17.5
CCN(Cc1cc(=O)[nH]c2ccccc12)C(=O)c1ccc(C)cc1,-2.2,-0.1,-15.4,0.4,x,1.3,3.2,2.5,-7.0
CC(c1nccs1)N(C)c1nc2nonc2nc1NC1CC1 (configuration not stated),-8.3,1.9,2.0,0.6,-4.4,4.7,9.0,-16.1,-11.6
COc1ccc(C(CC(=O)c2ccccc2)S(=O)(=O)c2ccc(C)cc2)cc1 (configuration not stated),-7.2,-1.3,2.8,-0.5,11.0,-2.5,7.0,4.6,14.5
Cc1ccnc(NC(=S)NC(=O)/C=C/c2ccco2)c1,-3.1,2.4,1.0,-0.1,2.5,0.1,9.2,-2.1,8.3
CC1=C(C(=O)NCc2ccco2)C2(CCC(C)CC2)OC1=O (configuration not stated),14.2,1.9,-10.5,-1.3,2.0,-2.7,10.5,-4.4,-18.3
CC(C)(C)NS(=O)(=O)c1ccc(CCC(=O)NCc2ccco2)cc1,-2.9,-4.3,-23.6,-1.7,5.4,-2.1,6.8&12.8,8.2,9.4&-7.7
O=c1c2ccccc2n(Cc2ccc(F)cc2)c(=O)n1C1CCCC1,-9.5,22.1[fluorescence artefact?],7.5,0.1,-0.5,0.9,11.4,-5.7,27.9
CCCCCCCC(=O)NC1=NC(=O)C(C)(C)S1,-8.8,-4.6,-10.2,1.9,x,-5.4,8.5,-6.4,-8.1
O=C(NNc1ncnc2ccccc12)c1cccc(Cl)c1,-3.9,-9.3,-0.4,1.2,x,-0.3,7.4,1.9,-37.3
Cc1ccc(N2CC(C(=O)N3CCN(c4ccccc4)CC3)CC2=O)cc1 (configuration not stated),-25.5,5.5[fluorescence artefact?],-21.6,-2.0,-3.6,-1.8,10.7,-33.1,5.9
C/C(N)=C(/C#N)C(=O)COC(=O)c1cc(-c2ccc(Br)cc2)nc2ccccc12,-11.8,1.7[fluorescence artefact?],5.3,5.6,3.0,0.2,6.5,-15.8,17.9
CCCNC(=O)COc1ncnc2sc(C)c(C)c12,9.3,-8.1[fluorescence artefact?],-0.1,-2.1,-2.9,2.9,17.5,-11.1,2.0
Cn1c(=O)cc(OCCCC(=O)NCc2ccco2)c2ccccc21,-16.8,2.5,-3.1,0.5,3.9,1.4,7.0,-37.0,5.2
O=S(=O)(c1ccc(F)cc1)N1CCN(C(=S)NCc2ccco2)CC1,6.5,19.8,-9.2,-0.5,-2.4,1.2,5.2,-2.8,-4.2
CC(C)N(C(=S)NC1CC2CCC1C2)c1ccccc1 (configuration not stated),24.5,3.9,-8.3,1.1,-3.5,3.3,1.8,15.1,44.5
NC(N)=N/N=C/c1ccc(OCc2ccc(Cl)cc2)cc1,-36.3,8.2[fluorescence artefact?],-22.1,0.3,10.7,10.1,63.9*,-20.3,-24.1
COc1ccc(C2CC(c3cc(OC)ccc3OC)n3nnnc3N2)cc1 (configuration not stated),5.6,-0.7,1.5,0.6,0.9,-2.9,13.9,-27.9,24.1
CCN(CC)C(=O)c1cnn(-c2ccccc2)c1NC(=O)c1ccccc1F,2.7,1.6,-19.9,1.8,-1.4,-1.4,7.0,-11.5,0.8
Cc1cnn(C(=S)NCc2ccc(Cl)cc2)c1,-3.5,3.2,4.1,-0.9,-1.5,-3.0,-0.5,2.5,7.9
O=C(O)CSCC(=O)Nc1ccc(Br)c(C(F)(F)F)c1,4.3,-0.9,-20.3,1.1,x,2.9,6.0,-9.6,11.1
CC(NC(=O)CSc1n[nH]c(=O)n1C1CC1)C12CC3CC(CC(C3)C1)C2 (configuration not stated),-12.0,3.0,4.8,0.0,-1.8,0.9,7.2,-4.1,21.3
CCCCn1c2nc3ccccc3nc2c2c(=O)n(CCC(C)C)cnc21,-11.7,2.5,12.4,-1.4,4.9,2.6,6.3,0.7,11.7
CC1CCN(C(=O)CSc2nc3ccccc3c(=O)[nH]2)CC1,3.0,0.1,-7.2,1.8,5.1,8.3,6.5,-26.2,20.8
COc1cccc(C(c2sc3nc(C)nn3c2O)N2CCN(C(=O)c3ccco3)CC2)c1 (configuration not stated),-3.5,-2.4[fluorescence artefact?],8.1,0.4,0.5,0.5,7.1,-1.6,0.9
CCOC(=O)c1c(NC(=O)CSc2nnc(C)s2)sc2c1CCC(CC)C2 (configuration not stated),-58.1,-3.3,-22.7,3.8,33.8*,-11.5,6.9,-8.4,45.5
CC(=O)Nc1ccc(NC(=O)CN(c2cccc([N+](=O)[O-])c2)S(C)(=O)=O)cc1,6.1,-2.9,-2.8,1.1,-1.9,-0.8,0.5,1.8,22.5
O=C(NCc1ccc2c(c1)OCO2)c1ccc(S(=O)(=O)C(F)F)cc1,-2.5,0.1,3.3,0.4,-0.4,2.9,10.7,-3.5,-59.7

# Only S1P4 ag and p97 ATPase inh (two entries from above):
structure | S1P4 ag | p97 ATPase inh
O=C(N/N=C/c1ccc(OC(F)F)cc1)C1=COCCO1 | 0.3 | -4.2
COc1ccc(-c2nnn(-c3ccc(Cl)cc3Cl)c2N)cc1 | 1.0 | 6.2

# Only part of the results is shown (hit frequency here may not be typical).
